GCN5L2 inh – qHTS Assay for Inhibitors of GCN5L2 | AID 504327, 2011 | Potency, µM (doses to about 58.9 µM), for inactives: at the top dose activity change, negative = inhibition, most hits filed as inhibitors | actives 0.21% (n = 390,000) | Histone acetyltransferase KAT2A (Homo sapiens), Q92830 | GCN5L2 HAT assay, ThioGlo1 CoA-SH fluorescence
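Free CoA generated was detected with ThioGlo1 (50uM) fluorescence at Ex340nm/Em540nm, read immediately and after 20 min at room temperature. Enzyme, 20 nM in HEPES pH 7.5 buffer, saw compounds 15 min before adding 75uM H3(1-25) peptide and 70uM acetyl-CoA.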
N370S GC mod – qHTS Assay for Inhibitors and Activators of N370S glucocerebrosidase as a Potential Chaperone Treatment of Gaucher Disease; actives 0.092% (n = 330,000); AID 2101, 2009; N370S GC spleen homogenate, 4MU-glucoside fluorescence; Lysosomal acid glucosylceramidase (Homo sapiens), P04062; Potency, µM (titrated, usually from 59.4 µM), without a hit: top-dose activity change, negative = inhibition, most hits filed as inhibitors;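 note: 0% = full enzyme activity and -100% = no enzyme basal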
FEN1 inhibitor – qHTS Assay for the Inhibitors of Human Flap endonuclease 1 (FEN1); actives 0.35% (n = 390,000); Recombinant FEN1 flap cleavage, fluorescence, 15 min; P39748; Potency, µM (titrated, usually from 114 µM), inactives show top-dose activity change, negative = inhibition, actives largely listed as inhibitors; note: nearly all actives have a fitted effect of over 65% in size
Target sequence (P39748 whole entry, looked up): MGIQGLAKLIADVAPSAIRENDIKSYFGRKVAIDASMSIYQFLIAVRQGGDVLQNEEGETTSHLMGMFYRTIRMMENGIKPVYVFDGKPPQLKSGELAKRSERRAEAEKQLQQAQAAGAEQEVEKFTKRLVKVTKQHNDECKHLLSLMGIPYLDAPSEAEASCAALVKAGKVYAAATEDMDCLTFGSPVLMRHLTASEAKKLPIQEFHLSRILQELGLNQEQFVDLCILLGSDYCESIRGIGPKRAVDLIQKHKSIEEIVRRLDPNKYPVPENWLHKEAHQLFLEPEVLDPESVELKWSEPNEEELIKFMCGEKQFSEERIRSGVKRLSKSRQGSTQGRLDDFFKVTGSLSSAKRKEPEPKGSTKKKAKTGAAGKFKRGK
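Quantitative HTS format: each compound was titrated, incubated with 10 nM nuclease for 15 min at room temperature, then challenged with flap substrate at 50 nM final. Signal change over 15 min gave concentration–effect curves.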
* marks the source's active call; other numbers are inactive results; ? = inconclusive; / = no result given; & = joins results of further samples; [ ] = remark or other dose. Calls come from the whole dose curve; as a rule, active = well fitted curve in the direction sought with a large enough effect; inconclusive = small, poorly fitted or top-dose-only effect, or another doubt; inactive = no such curve, though single readings can be large; an effect the other way counts as inactive or inconclusive. Unless noted, % is set by controls: 0 for no effect and ±100 for the full control effect; potency is the fitted concentration of half-maximal effect. Only part of the results is shown; rates above refer to the full screens.

SMILES | GCN5L2 inh | N370S GC mod | FEN1 inhibitor
COc1ccc(C(C)=O)cc1COC(=O)C1CC(=O)N(Cc2ccccc2)C1 (stereo not given) | 3% | -13% | 6%
COc1ccc(OCCOCCN2CCOCC2)cc1 | -6% | 2% | 6%
Nc1nonc1C(=O)NCCN=Cc1ccccc1O | -6% | / | -7%
COc1ccnc2c1c(=O)n(Cc1cccc(F)c1)c(=O)n2C | -7% | 0% | -9%
CCOC(=O)C1=C(C)N=c2s/c(=C\c3ccncc3)c(=O)n2C1c1ccc2c(c1)OCO2 (stereo not given) | -8% | -5% | 3%
CCOc1ccccc1C(=O)NC(C(=O)Nc1cccnc1)C(C)C (stereo not given) | -2% | 22% | -8%
C=CCN(c1ccccc1)S(=O)(=O)c1ccc2c(c1)NC(=O)C(C)S2 (stereo not given) | -3% | -10% | -16%
COc1ccc(S(N)(=O)=O)cc1C(=O)OCCCOC(=O)c1cc(S(N)(=O)=O)ccc1OC | 2% | 4% | 18%
Cn1cc(C(=O)Nc2ccc(Cl)cc2)c(C(F)(F)F)n1 | -3% | 4% | 0%
CC(C)(C)OC(=O)N1CCCC1C(=O)NC1COC2CC(n3cc(F)c(=O)[nH]c3=O)OC12 (stereo not given) | / | -2% | -1%
COc1ccc(-c2nc(Cn3c(SCc4ccccc4F)nc4cccnc43)c(C)o2)cc1 | -10% | / | 8%
COc1ccc(CNCCSc2nnnn2-c2ccccc2)c(OC)c1 | -7% | / | -7%
N#C/C(=C\c1ccc(-c2ccc(C(=O)O)cc2)o1)c1nc2ccccc2[nH]1 | -6%&0% | -3% | 45µM*
Clc1ccc2[nH]c3c(c2c1)CCc1cn[nH]c1-3 | -6% | -4% | -24%
CC1=CC=CC2=NC(=O)CC(C)(C(=O)N(CC(=O)NC3CCCC3)c3ccc(F)cc3)N12 (stereo not given) | -7% | ? | -8%
CCCCn1c(N)c(N(CCC(C)C)C(=O)COC(=O)c2sccc2C)c(=O)[nH]c1=O | 0% | / | -13%
Oc1ccc(C[C@@H]2CNCCN2CCc2cccc(F)c2)cc1 | 2% | -16% | -9%
O=C(c1ccc(COc2c(F)c(F)cc(F)c2F)o1)N1CCN(c2ccccc2)CC1 | -4% | 11% | -17%
OCCc1c[nH]c2ccccc12 | 2% | 4% | -9%
CCc1ccc(NC(=S)N2CCN(S(=O)(=O)c3ccccc3)CC2)cc1 | 2% | 0% | -21%
Cc1ccc(C(=O)NCCN2CCN(C(=O)c3ccc(C)c(C)c3)CC2)cc1C | -22% | -4% | 8%
O=C(N/N=C/c1cccc(O)c1)c1cc(-c2ccc3c(c2)OCO3)n[nH]1 | -3% | -11% | 5%
O=C(O)CCn1c(O)c(C=C2N=c3ccccc3=N2)sc1=S | -6% | -13% | 2%
CN(C)CCCN1C(=O)C(=O)/C(=C(/O)c2ccc3c(c2)OCCO3)C1c1ccco1 (stereo not given) | -8% | -3% | /
N#Cc1ccc(CN2CC3(CCN(C(=O)c4csnn4)CC3)C2)cc1 | 15% | -12% | /

(continued)
SMILES | GCN5L2 inh | N370S GC mod | FEN1 inhibitor
CN1CCc2nc3sc(C(=O)Nc4c(F)cccc4F)c(N)c3cc2C1 | -3% | / | ?
COc1ccc(C(=O)O/N=C(\C)c2nccs2)cc1 | -10% | 2% | 8%
CCOC(=O)c1sc(=NC(=O)c2ccc(S(=O)(=O)N(C)c3ccccc3)cc2)n(C)c1C | -1% | 2% | -2%
CC(C)C[C@@H](CN=[N+]=[N-])N1CCN(Cc2ccccc2)CCC1=O | -6% | -5% | 18%&-19%
COc1cccc(Nc2sc(C(=O)c3ccc(F)cc3)c(N)c2C(=O)NCc2ccc(C)cc2)c1 | -6% | / | -6%
COc1ccc(Nc2ncc(C(=O)N3CCC(C(N)=O)CC3)c3ccccc23)cc1 | -7% | -1% | -11%
Cn1cccc1CC(=O)NNC(=S)Nc1ccc(F)cc1 | 1% | -4% | -10%
O=C(c1ccc(-n2cnnn2)cc1)N(C1CCCCC1)C1CCCCC1 | -1% | -2% | 9%
Cc1c(S(=O)(=O)NCCc2ccccc2)c(=O)n(C)c(=O)n1C | 3% | -1% | 2%
NC(=O)c1ccccc1NS(=O)(=O)Cc1ccccc1 | -2% | -12% | 1%
CCCc1nc2ccccc2c(C(=O)O)c1CC | -5% | 10% | 2%
CS(=O)(=O)Nc1ccccc1C(=O)N1CCOCC1 | / | -18% | 4%
O=C(COC(=O)C12CC3CC(CC(O)(C3)C1)C2)NC(=O)NCc1ccco1 | -2% | 25% | -4%
CCc1c(C)nc2[nH]nc(-c3ccccc3)n2c1=O | -10% | -6% | 5%
CCOC(=O)c1c(-c2ccc(OC)cc2)oc2ccc(O)cc12 | -3% | 3% | -5%
Cc1nc(N2CCN(Cc3ccccc3)CC2)nc2c1C(=O)CCC2 | 6% | 21% | 2%
CN(C1CCCCC1)S(=O)(=O)c1cc2c(cc1Cl)NC(=O)CO2 | ? | -5% | -5%
Cc1ccc(OCCN2C(=O)CSC2=O)cc1 | -11% | 2% | 7%
CCCCNC(=O)c1ccc(-c2nc(CN3CCc4ccccc43)c(C)o2)cc1 | -5% | / | 15%
CCN1C(=O)/C(=C/c2c(C)nn(C)c2C)SC1=S | -1% | -5% | -4%
CSc1ncccc1C(=O)OCC(=O)NCc1ccccc1 | 3% | / | -8%
O=C(c1cc(COc2ccc(F)cc2Cl)on1)N1CC[C@@H]2CCCC[C@H]2C1 | -3% | -6% | -12%
Cc1ccccc1OCCn1c(=S)[nH]c2c(N)ncnc21 | -2% | -7% | 17%
Cc1cc(C)c(S(=O)(=O)NCc2cn3c(C)csc3n2)c(C)c1 | -4% | 12% | 4%
COc1cc(/C=N/n2c(-c3cc(C)[nH]n3)n[nH]c2=S)ccc1O | -5% | -1% | 0%

Carrying on:
SMILES | GCN5L2 inh | N370S GC mod | FEN1 inhibitor
CCCCn1c(NCc2cc(Br)ccc2O)nc2ccccc21 | -8% | / | 1%
COc1ccccc1CNc1ncnc2sccc12 | -8% | 3% | -2%
CCOc1ccc(OCC)c(NS(=O)(=O)c2ccc3c(c2)CCCN3C(C)=O)c1 | -1% | / | 14%
CCOC(=O)c1cc(-c2ccccc2)sc1NC(=O)C(C)N1C(=O)c2ccccc2C1=O (stereo not given) | 23% | 13% | -1%
COC(=O)C(NC(=O)c1ccco1)(Nc1cc(C)ccn1)C(F)(F)F (stereo not given) | -2% | -1% | -1%
CC(C)Oc1cccc(C(=O)C2CCCN(C(=O)c3ccc4c(c3)OCO4)C2)c1 (stereo not given) | -4% | -3% | -8%
Cc1cccc(C(=O)NCC(=O)N2CCCCCCC2)c1 | -9% | / | -7%
CCOc1ccc2nc(NS(=O)(=O)c3cccs3)sc2c1 | -18% | -1% | 6%
c1ccc(-c2cc3ccccc3cn2)cc1 | -3% | / | -21%
CC(C)(C)c1cc[n+](-c2[nH]c(=O)sc2/C=N/NC(=O)c2ccccc2[O-])cc1 | -9% | 1% | 1%
COc1ccc(-c2nc3cnc(N4CCN(C)CC4)nc3n(Cc3cccc(OC)c3)c2=O)cc1 | -15% | -21% | /
C=CCOc1ccc(C(=O)N(Cc2ccc(N(C)C)cc2)C2CCS(=O)(=O)C2)cc1 (stereo not given) | -9% | -3% | -6%
O=C(N/N=C/c1ccccn1)c1ccc2nc[nH]c2c1 | -11% | -1% | -5%
CC(C)CCN1CCN(Cc2cnc(N3CCCC3)s2)CC1CCO (stereo not given) | 2% | -2% | 1%
CC(=O)c1cn(C)c(=O)[nH]c1=O | -4% | -2% | -6%
Cc1cccc(C(=O)N(Cc2nc(-c3ccc(Cl)cc3)no2)C(C)C)c1 | -7% | / | 1%
CCOC(=O)CNC(=O)CSc1nnc(NC(=O)c2ccc(C)cc2)s1 | -3% | 11% | -3%
CCc1nnc(NC(=O)CSc2nc3cc(OC)ccc3cc2C)s1 | -4% | 5% | 0%
O=C1OCCN1C(=O)[C@H]1[C@H](c2ccccc2)C(c2ccccc2)=NN1c1ccc(Br)cc1 | ? | ? | -17%
Cc1ccc(NC(=O)COC(=O)CCC2CCCC2)cc1S(=O)(=O)N1CCOCC1 | -1% | / | -16%
COc1cccc(NC(=O)CN(C)C(=O)c2cc(-c3ccccc3)nc3ccccc23)c1 | -10% | -25% | -21%
Nc1nc(-c2ccccc2Br)cs1 | 3% | -22% | -1%
CC1CCc2c(sc3nnn(CCCCOc4ccc(Cl)cc4)c(=O)c23)C1 (stereo not given) | -9% | / | 2%
O=C(NCc1ccco1)c1ccccc1NS(=O)(=O)c1ccc(Br)s1 | -11% | 7%[12.8 µM] | -2%
Cc1ccc(S(=O)(=O)NC(C)(C)C)cc1C(=O)OC(C)C(=O)NC1CC1 (stereo not given) | -5% | -1% | 3%

Profiles as entered above. Values in the order: GCN5L2 inh | N370S GC mod | FEN1 inhibitor
CC1CCc2c(sc3nnn(CCCCOc4ccc(Cl)cc4)c(=O)c23)C1 (stereo not given) across the screens: -9% | / | 2%
CC(=O)c1cn(C)c(=O)[nH]c1=O across the screens: -4% | -2% | -6%
COc1ccccc1CNc1ncnc2sccc12 across the screens: -8% | 3% | -2%

By substructure: those above containing a Cl atom (six)
SMILES | GCN5L2 inh | N370S GC mod | FEN1 inhibitor
Cn1cc(C(=O)Nc2ccc(Cl)cc2)c(C(F)(F)F)n1 | -3% | 4% | 0%
Clc1ccc2[nH]c3c(c2c1)CCc1cn[nH]c1-3 | -6% | -4% | -24%
CN(C1CCCCC1)S(=O)(=O)c1cc2c(cc1Cl)NC(=O)CO2 | ? | -5% | -5%
O=C(c1cc(COc2ccc(F)cc2Cl)on1)N1CC[C@@H]2CCCC[C@H]2C1 | -3% | -6% | -12%
Cc1cccc(C(=O)N(Cc2nc(-c3ccc(Cl)cc3)no2)C(C)C)c1 | -7% | / | 1%
CC1CCc2c(sc3nnn(CCCCOc4ccc(Cl)cc4)c(=O)c23)C1 (stereo not given) | -9% | / | 2%

New compounds follow:
SMILES | GCN5L2 inh | N370S GC mod | FEN1 inhibitor
Cc1ccc(NS(=O)(=O)c2ccc(NC(=O)CSc3ccc(Cl)cc3)cc2)c(C)c1 | ? | 3% | 5%
Cc1[nH]nc2c1C(=O)CCC2 | -12% | 4% | 3%
CC(=O)c1cccc(NC(=O)c2ccoc2C)c1 | -1% | 6% | 15%
C/C(=C\C(=O)C(F)(F)F)Nc1ccc(C)cc1 | -6% | -4% | 3%
COCCNC(=O)c1cccc(OC2CCN(Cc3cccc(SC)c3)CC2)c1 | -2% | 6% | 1%
CC(=O)c1cccc(NC(=O)COc2ccc3oc(=O)cc(C)c3c2)c1 | -1% | -3% | -3%
COc1ccc(-n2ncc(C(=O)NCCc3ccsc3)c2C2CCN(C(=O)OC(C)(C)C)CC2)cc1 | 1% | / | 2%
COC(=O)C1=C(C(=O)OC)C2(OC1c1ccccc1C)C(=O)c1ccccc1C2=O (stereo not given) | -4% | 0% | -13%
CC(C)CN(C(=O)COC(=O)Cc1ccc(Cl)cc1)c1c(N)n(Cc2ccccc2)c(=O)[nH]c1=O | -2% | -5% | 2%

Five entries from above, ordered by molar mass, largest number first:
SMILES | GCN5L2 inh | N370S GC mod | FEN1 inhibitor
COc1ccc(C(C)=O)cc1COC(=O)C1CC(=O)N(Cc2ccccc2)C1 (stereo not given) | 3% | -13% | 6%
Cc1ccccc1OCCn1c(=S)[nH]c2c(N)ncnc21 | -2% | -7% | 17%
COc1ccccc1CNc1ncnc2sccc12 | -8% | 3% | -2%
Clc1ccc2[nH]c3c(c2c1)CCc1cn[nH]c1-3 | -6% | -4% | -24%
CC(=O)c1cn(C)c(=O)[nH]c1=O | -4% | -2% | -6%
